Growth percent in the NCI-60 one-dose screen (48 h, 10 µM unless noted): 100 = growth as untreated, 0 = no growth, -100 = all killed.
SF-268: SF-268 CNS cancer cells | AID 1794759 | hit rate 3.1% among 82,000
SW-620: SW-620 colon cancer; hit rate 5.2% among 82,000; AID 1794795
SF-295: SF-295 CNS cancer cells. hit rate 5.6% among 79,000. AID 1794758
HCC-2998: HCC-2998 colon cancer; hit rate 4.7% among 79,000
HT29: HT29 colon cancer. hit rate 7.4% among 81,000
SF-539: SF-539 CNS cancer; hit rate 6.8% among 81,000
SNB-19: SNB-19 CNS cancer cells. AID 1794751. hit rate 2.5% among 81,000
KM12: KM12 colon cancer cells. hit rate 5% among 82,000. AID 1794800
SNB-75: SNB-75 CNS cancer | hit rate 5% among 79,000
Active calls of the source: *; . = no result given; & = joins results of further samples. The calls were made as follows: active = growth percent below 10; inactive = the rest.

SMILES	SF-268	SW-620	SF-295	HCC-2998	HT29	SF-539	SNB-19	KM12	SNB-75
O=C(CC(C(=O)c1ccccc1)c1ccccc1)c1ccccc1 (configuration not stated)	98	98	99	.	92	109	88	96	85
CN1CCN(c2ccc(Nc3nc(NCCNS(=O)(=O)c4ccc(Cl)cc4)c4sccc4n3)cc2)CC1	70	95	98	108	44	85	104	94	73
Cc1c(C(=O)N[C@@H](Cc2ccccc2)C(=O)C(=O)NCCc2ccccc2)[nH]c2ccccc2c1=O	99	105	103	100	105	102	98	103	89
CC1(C)OC[C@H]([C@@H]2OC(=C(c3ccccc3)c3ccccc3)[C@@H]3OC(C)(C)O[C@H]23)O1	108	.	91	.	77	109	98	106	98
COc1ccc(-c2cc(-c3cccc(Nc4ccnc5cc(Cl)ccc45)c3)nc3nc(N)[nH]c(=O)c23)cc1	117	108	97	116	107	109	99	98	82
CCCCCCCCOC(=O)c1c(C)[nH]c(/C=C2\N=C(c3ccc[nH]3)C=C2OC)c1C	24	5.8*	-35*	-26*	-11*	3.4*	25	0.7*	-21*
CC1(C)[C@@H](OC2CC(O)C(O)C(CO)O2)CC[C@]2(C)[C@H]3C(=O)C=C4[C@@H]5C[C@@](C)(C(=O)O)CC[C@]5(C)CC[C@@]4(C)[C@]3(C)CC[C@@H]12 (some centres not stated)	97	105	107	99	115	97	97	102	84
CC1=CC2C(O)c3ccccc3N3C(=O)COC23C=C1 (configuration not stated)	102	96	100	107	103	99	94	102	89
COc1cc(Br)cc(C(=O)N2CCc3ccccc32)c1OC	93	98	110	96	95	97	96	101	78
CC1SC(=S)N(c2ccc(Cl)cc2)C1=O (configuration not stated)	84&109	113&109	99&96	91	99&105	71&99	104&100	108&95	83&89
Cc1ncc(NS(=O)(=O)c2ccc(N)cc2)nc1C	107	119	102	113	106	108	98	118	99
COc1ccc2nc(NC(=O)CSc3nc(C)c(C)n3Nc3ccccc3)sc2c1	103	108	100	114	107	96	89	106	67
CN(C)C1(C2c3ccccc3-c3ccccc32)c2ccccc2-c2ccccc21	100	95	102	100	103	122	93	92	82
COc1ccc(-c2cc(C(=O)N3N=C(c4ccc(Cl)cc4)CC3c3cc(-c4ccccc4)nn3-c3ccccc3)c3ccccc3n2)cc1 (configuration not stated)	83	99	98	98	106	101	94	94	96
Cc1ccc(N=C2CSc3nnc(-c4csc5c4CCCC5)n3N2)cc1	41	30	-6.5*	30	7.4*	-2.5*	36	24	57
O=C(Cn1c(C(=O)c2ccccc2)nc2ccccc21)c1ccc(F)cc1	73	23	63	50	23	79	74	44	48
COc1cc(-c2nc(SC(C)C)nc(Nc3ccccc3C)c2C#N)cc(OC)c1OC	106	104	102	106	109	103	100	104	108
CC(C)OC(=O)Nc1c(C(C)C)cccc1C(C)C	103	98	123	104	112	104	98	114	108
CC(C(c1ccccc1)C(Br)C(=O)c1ccccc1)[N+](=O)[O-] (configuration not stated)	104	100	103	105	112	106	102	107	99
COC(=O)[C@H](Cc1cnc[nH]1)NC(=O)[C@@H](OC)[C@@H]1Cc2cc3cc(OC4CC(OC5CC(O)C(O)C(C)O5)C(O)C(C)O4)c(C)c(O)c3c(O)c2C(=O)[C@H]1OC1CC(OC2CC(OC3CC(C)(O)C(O)C(C)O3)C(O)C(C)O2)C(O)C(C)O1 (some centres not stated)	70	58	47	50	59	44	51	59	27
COc1cnc2c(c1)C(=O)c1c-2n(CCCNCCO)c(=O)c2cc(F)ccc12	102	109	104	106	107	104	100	106	113
CS(=O)(=O)c1ccc(C(=O)N2N=C(c3ccccc3)CC2c2ccccc2)cc1 (configuration not stated)	98	98	105	107	102	111	102	98	96
O=c1[nH]c(=O)c2[nH]c(Cl)nc2[nH]1	94	102	89	95	107	105	101	99	93
Cc1ccc(C2=Nc3c(ccc4c(C)c(C)c(=O)oc34)OC2)cc1	108	108	94	96	102	.	101	98	96
NC(=O)c1ccc(-c2c3ccccc3cc3c2ccc2ccccc23)cc1	56	17	46	60	-19*	35	61	3.3*	42
CC(C)C(NC(=O)OCc1ccccc1)C(=O)N(C(=O)NC1CCCCC1)C1CCCCC1 (configuration not stated)	81	96	79	82	78	100	71	.	72
CCN(CC)CC(=O)Nc1nccs1	98	100	96	107	90	97	108	98	95
O=S1(=O)CCN(C2CCCC2)CC1	97	102	96	101	106	99	85	112	110
C[C@]1(COc2ccc(N3CCC(Oc4ccc(OC(F)(F)F)cc4)CC3)cc2)Cn2cc([N+](=O)[O-])nc2O1	96	94	96	107	88	99	96	97	100
CCCCOc1ccc(CCO)cc1	99	95	96	115	109	108	102	99	102
C/C=C\C=N\NC(=O)N/N=C\C=C\C	129	106	114	104	115	107	107	155	95
O=C(O)c1ccccc1N/C=C/C(=O)c1cc2ccccc2oc1=O	100	92	109	121	110	94	102	101	81
NC(=O)NC(=O)c1nc2ccccc2[nH]c1=O	100	106	100	103	98	101	101	104	89
NS(=O)(=O)c1ccc(C(=O)NNCCC(=O)c2ccc3ccccc3c2)cc1	97	96	105	104	99	94	97	106	93
CNC1(C(N)=O)CCNCC1	111	103	116	102	106	105	113	106	113
Cc1cn(C2CC(O)C(COP(=O)(O)O)O2)c(=O)[nH]c1=O (configuration not stated)	107	111	112	107	105	114	86	115	93
Nc1c(Cl)cc(N=Nc2ccccc2)cc1Cl	102	89	90	87	100	103	100	86	74
CC1=CSc2ncnc3ncn1c23	105	105	97	101	103	94	101	108	88
C=CCNC(N)=S	107	103	95	110	102	107	105	107	85
N=C1NC(=O)/C(=C/c2cn(-c3ccccc3)nc2-c2ccccc2)S1	90	100	91	120	106	78	87	100	105

Arranged by length of the SMILES (largest number first): 3 of the compounds above
SMILES	SF-268	SW-620	SF-295	HCC-2998	HT29	SF-539	SNB-19	KM12	SNB-75
NC(=O)c1ccc(-c2c3ccccc3cc3c2ccc2ccccc23)cc1	56	17	46	60	-19*	35	61	3.3*	42
O=C(O)c1ccccc1N/C=C/C(=O)c1cc2ccccc2oc1=O	100	92	109	121	110	94	102	101	81
Nc1c(Cl)cc(N=Nc2ccccc2)cc1Cl	102	89	90	87	100	103	100	86	74

Next records
SMILES	SF-268	SW-620	SF-295	HCC-2998	HT29	SF-539	SNB-19	KM12	SNB-75
CCCCCCNC(=O)Oc1ccc(/C(=C(/CC)Cc2ccccc2)c2ccc(OCCN(CC)CC)cc2)cc1	76	23	102	60	-24*	86	69	52	79
Cc1cccc2cc(-c3cc4ccccc4[nH]3)/c(=N/C(=O)Nc3ccccc3)oc12	92	100	104	96	117	84	96	95	87
CCC(=O)N1CCNc2nc(N)[nH]c(=O)c21	103	110	103	107	96	105	102	102	103
O=C1CSC(N2N=C(c3cc4ccccc4o3)CC2c2c[nH]c3ccccc23)=NN1 (configuration not stated)	98	103	98	104	104	92	97	100	82
O=C(NC1CCN(c2ccc3nnc(Cl)n3n2)CC1)c1ccccc1	101	99	102	106	109	96	100	102	82
O=C(c1c[nH]c2ccccc12)C1OC12C(=O)Nc1ccccc12 (configuration not stated)	85	88	91	110	105	88	90	97	72
S=c1nc(-c2ccccc2)cc(-c2cn(-c3ccccc3)nc2-c2ccc(OCc3ccccc3)cc2)[nH]1	102	96	100	99	99	99	94	105	92
Cc1cc(OCc2cccc(-c3ccc4c(c3)OCCO4)c2C)cc(OCc2cccc(C#N)c2)c1C=O	92	100	102	108	99	101	89	101	62
O=[N+]([O-])c1ccc(S(=O)(=O)NN=C2CCCCC2)cc1	116	114	98	.	107	109	100	110	88
CCCCCN1C(=O)/C(=c2\sc3n(c2=O)C2C(NN=3)N(CCC)C(=O)N2CCC)c2ccccc21 (configuration not stated)	75	96	67	103	87	69	53	97	.
Cn1cc(CCn2cnc(-c3cnn(C)c3)c2-c2ccc(C#N)cc2)cn1	103	102	102	99	97	.	95	110	98
CC(=O)Oc1ccc(OCc2ccccc2)cc1	89	101	99	90	83	92	100	102	95
CCOC(=O)c1ccc(NC(=O)CS(=O)(=O)c2ccc(C)cc2)cc1	103	108	102	102	106	99	96	107	93
CCCCCCOC(=O)N1CCCCC1CCCC (configuration not stated)	106	.	107	116	99	100	107	111	109
CC1OC(OC2C(Oc3cc(O)c4c(c3)O[C@H](c3ccc(O)cc3)CC4=O)OC(CO)C(O)C2O)C(O)C(O)C1O (some centres not stated)	100	105	101	94	105	101	108	100	107
CCC(CCC(C)C1CCC2C3CC=C4CC(O)CCC4(C)C3CCC12C)C(C)C (configuration not stated) (tested in a mixture with another compound)	80	104	77	-53*	99	80	99	91	119
COC(CCCl)(CCCl)OC	104	101	.	114	108	104	108	104	83
COC(=O)C(Cl)(Cl)N=Nc1c(Cl)cc(Cl)c(C)c1Cl	97	100	100	86	86	93	83	97	101
CC(C)(C)c1ccc(NCc2cn(-c3ccc(C(=O)O)cc3)nc2-c2ccc(C#N)cc2)cc1	34	32	19	-67*	3.7*	14	25	-38*	59
O=C(COc1cc(Cl)c(Cl)cc1Cl)Nc1cccc(O)c1	100	119	97	93	108	103	96	108	74
CC(N1CN2C[C@H](C)N3CN(C(C)C45CC6CC(CC(C6)C4)C5)CN4C[C@@H](C)N(C1)C2C43)C12CC3CC(CC(C3)C1)C2 (some centres not stated)	102	102	100	104	103	105	101	109	91
CCCCCCNC(=O)/C(=C/C=C/c1ccccc1)NC(=O)c1ccccc1	96	95	104	102	97	112	92	91	103
O=C1c2c(c3c4cc(F)ccc4oc3c3[nH]c4ccc(Br)cc4c23)C(=O)N1O	2.6*	35	20	64	69	-11*	14	34	-14*
NS(=O)(=O)c1ccc(-n2ncc(NC(=O)Nc3ccc(F)cc3)c2-c2ccccc2)cc1	84	105	104	98	87	91	102	92	97
C=C(C)[C@@H]1CC[C@]2(C=O)CC[C@]3(C)[C@H](CC[C@@H]4[C@@]5(C)C/C(=C/c6ccccn6)C(=O)C(C)(C)[C@@H]5CC[C@]43C)[C@@H]12	84	86	86	99	76	95	86	70	93
Nc1cc(C(=O)N/N=C\c2ccc(OC(F)F)c(OC3CCCC3)c2)nn1CC(O)c1ccccc1 (configuration not stated)	100	103	101	114	98	99	96	96	84
Cc1ccc(COc2cccc(/C=C3/N=C4SCCCN4C3=O)c2)cc1	100	99	93	99	100	99	95	96	76
C#Cc1ccc(-n2c(/C=C/c3cc(OC)cc(OC)c3)nc3ncccc3c2=O)cc1	65	105	76	94	100	88	98	.	55
CCCCCCCCc1ccc(CC(=O)Nc2ccc(C)cc2C(=O)O)cc1	79	101	77	103	109	73	.	91	98
Cc1c([N+](=O)[O-])oc2c1C(=O)NCCC2	99	104	.	112	108	99	101	99	83
COc1ccc(NC(=O)CSc2nnc(-c3ccc4nc(-c5ccccc5)[nH]c4c3)o2)cc1OC	106	101	106	129	106	104	104	101	102
COc1ccc(-n2nnc3c(sc4ncccc43)c2=O)cc1	107	109	.	112	110	98	115	112	.
O=C(NCc1ccc(F)c(Cl)c1)C1C2C(=O)N(c3ccc(Cl)cc3)C(=O)C2C2c3ccccc3C=NN12 (configuration not stated)	86	96	98	103	95	102	87	93	70
N#Cc1c(NC(=O)Nc2ccccc2Br)sc2c1CCCC2	95	100	104	98	105	100	101	104	96
C/C(CC(C)(C)C)=N/O	102	.	101	99	104	93	100	91	86
COc1ccc(Nc2nc(C)c(/C(C)=N\NC(N)=S)s2)cc1	100	96	99	93	107	92	93	106	97
Cc1ccc(NC(=O)Nc2ccc(Nc3ncnc4sc5c(c34)CCOC5)cc2)cc1Cl	103	133	96	112	81	84	103	105	70
ClCCOCCOc1ccccc1-c1ccccc1	110	104	97	110	100	110	98	112	90
CN(C)c1nc(NCCNS(=O)(=O)c2ccc(C(=O)/C=C/c3ccc(Cl)cc3)cc2)nc(Nc2ccc(F)cc2)n1	3.4*	-95*	-27*	-92*	-97*	-98*	-5.6*	-84*	14
CCOC(=O)Cn1c(=O)c2c(c3ccccc3n2C)n2nnc(-c3ccccc3)c12	95	109	110	109	100	102	104	104	94
CC1CSC(=C(C#N)C#N)S1 (configuration not stated)	100	106	100	106	92	100	107	104	101
Cc1ccc(NCCN2CCCCC2)c2c(=O)c3ccccc3sc12	46	15	39	33	20	32	36	33	39
Cc1cc(N=C2NC(=O)/C(=C/c3cc(C(C)(C)C)c(O)c(C(C)(C)C)c3)S2)no1	65	42	22	83	39	65	61	41	39
CCCCC(O)(CCCC)CCCC	107	101	98	110	103	100	103	104	109
O=C(c1ccccc1)N1CCN(c2ccccc2)CC1	99	105	104	84	102	100	99	113	86
COc1c(Br)cc(C(c2cc(Br)c(OC)c(Br)c2)c2ccccc2C(=O)O)cc1Br	99	100	96	98	100	92	96	103	77

Pulled one by one from above:
SMILES	SF-268	SW-620	SF-295	HCC-2998	HT29	SF-539	SNB-19	KM12	SNB-75
COc1c(Br)cc(C(c2cc(Br)c(OC)c(Br)c2)c2ccccc2C(=O)O)cc1Br	99	100	96	98	100	92	96	103	77
O=C(c1ccccc1)N1CCN(c2ccccc2)CC1	99	105	104	84	102	100	99	113	86
Cc1cc(N=C2NC(=O)/C(=C/c3cc(C(C)(C)C)c(O)c(C(C)(C)C)c3)S2)no1	65	42	22	83	39	65	61	41	39
CCCCC(O)(CCCC)CCCC	107	101	98	110	103	100	103	104	109
CC1CSC(=C(C#N)C#N)S1 (configuration not stated)	100	106	100	106	92	100	107	104	101
Cc1ccc(NCCN2CCCCC2)c2c(=O)c3ccccc3sc12	46	15	39	33	20	32	36	33	39

Screening results deposited in PubChem by NCI.

The order is random. About 11% of those tested had a hit in this group.
